NPYLR7 ag: activates Aedes aegypti NPYLR7 receptor. HEK293T NPYLR7/Galpha15, GCaMP6s calcium fluorescence. activation, % at 10 µM. actives 0.15% (n = 270,000). AID 1259423; in the data active = activation above about 40%;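 also: 0% = vehicle and 100% = reference agonist at the receptor; some compounds past the cut are filed as inactive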
mcGAS lum: blocks mouse cGAS activity; inhibition, % at 12.5 µM; actives 0.15% (n = 160,000); recombinant cGAS, Kinase-Glo ATP depletion luminescence; AID 1259399; Q8C6L5;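 also: 0% = negative control wells and 100% = reference inhibitor with no enzyme activity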
hcGAS inh: inhibitors of human cGAS | recombinant h-cGAS, ATP depletion, Kinase-Glo luminescence | inhibition, % at 12.5 µM | actives 0.081% (n = 290,000);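 also: 0% = vehicle reaction and 100% = reaction without DNA for no activity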
Target sequence (Q8N884 whole entry, looked up): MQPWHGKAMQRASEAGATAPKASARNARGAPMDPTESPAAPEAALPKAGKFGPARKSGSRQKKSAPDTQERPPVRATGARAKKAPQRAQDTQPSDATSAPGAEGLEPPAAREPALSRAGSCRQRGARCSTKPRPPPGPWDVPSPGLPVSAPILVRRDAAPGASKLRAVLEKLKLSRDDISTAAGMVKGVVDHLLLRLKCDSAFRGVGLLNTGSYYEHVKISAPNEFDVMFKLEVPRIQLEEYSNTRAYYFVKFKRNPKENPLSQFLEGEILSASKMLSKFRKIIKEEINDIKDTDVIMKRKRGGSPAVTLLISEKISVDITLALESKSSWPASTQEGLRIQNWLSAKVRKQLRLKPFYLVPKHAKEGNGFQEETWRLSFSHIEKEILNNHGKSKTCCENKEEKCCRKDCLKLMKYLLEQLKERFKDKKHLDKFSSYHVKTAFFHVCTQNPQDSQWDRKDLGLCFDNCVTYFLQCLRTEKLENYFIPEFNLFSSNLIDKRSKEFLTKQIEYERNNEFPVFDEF
* hit, by the source's call; . = not tested or not shown; & = joins results of further samples. Rule as the data show it, unless noted: active = inhibition above about 40%; inactive = the rest. This is a random part of the collection; 0.29% or so of the library scored in one or more.

Compound,hcGAS inh,mcGAS lum,NPYLR7 ag
CCC(C)(C)c1ccc(OCCCCNC(=O)c2cc(-c3ccc(C)o3)nn2-c2ccc(C)cc2C)c(C(C)(C)CC)c1,-4.1,-5.2,.
C[C@H](NC(=O)N1CCSC1)c1ccccc1,-7.1,-3.3,-16.8
COc1ccc(C(=O)Nc2nc(-c3cc(Cl)sc3Cl)cs2)cc1OC,-10.1,.,13.5
CNC(=O)c1ccc(-c2cccc(-n3cccn3)c2)s1,1.5,-16.4,2.4
CC1(C(=O)NC2CCCC2)CCN1C(=O)CCc1ccccc1 (stereo not drawn),-9.2,-4.5,6.8
CCN1C(=O)C2(SC(C)(C)CN2C(=O)Nc2cccc(OC)c2)c2ccccc21 (stereo not drawn),-5.7,-4.7,5.6
S=C(Nc1cccnc1)NN(c1ccccc1)c1ccccc1,-6.8,.,-9.8
CCOC(=O)c1ccc2c(c1)nc(SCc1cc(OC)c(OC)c(OC)c1)n2Cc1ccc(C(F)(F)F)cc1,-4.4,-5.9,17.9
COc1ccc(S(=O)(=O)C(CNC(=O)CC(C)(C)C)c2cccs2)cc1 (stereo not drawn),-8.3,-9.1,0.9
NC(=O)C(c1ccc(F)cc1)N1CCCN(C(=O)c2ccccc2)CC1 (stereo not drawn),1.3,.,-2.0
CCOC(=O)C1(Cc2ccc(OC)cc2)CCN(C(=O)c2scc3c2OCCO3)CC1,-2.5,-4.1,-6.2
COCc1[nH]nc(N)c1-c1ccccc1,-3.2,-10.1,-1.1

Profiles, looked up by structure:
Record of CC1(C(=O)NC2CCCC2)CCN1C(=O)CCc1ccccc1 (stereo not drawn) = hcGAS inh: -9.2; mcGAS lum: -4.5; NPYLR7 ag: 6.8
Record of S=C(Nc1cccnc1)NN(c1ccccc1)c1ccccc1 = hcGAS inh: -6.8; mcGAS lum: .; NPYLR7 ag: -9.8
Record of CCOC(=O)c1ccc2c(c1)nc(SCc1cc(OC)c(OC)c(OC)c1)n2Cc1ccc(C(F)(F)F)cc1 = hcGAS inh: -4.4; mcGAS lum: -5.9; NPYLR7 ag: 17.9

(further entries)
Compound,hcGAS inh,mcGAS lum,NPYLR7 ag
CCCCN(C)c1c(C)nc2c(OCc3cccc(Cl)c3)cccn12,-4.7,-6.4,-4.5
O=C(Nc1ccccc1)C1CSCN1S(=O)(=O)c1ccc(Cl)cc1C(F)(F)F (stereo not drawn),-4.3,-14.1,-2.6
N#CCCn1nnc(CCN2C(=O)c3ccccc3C2=O)n1,1.5,.,5.5
CCc1cc(=O)[nH]c2nnc(SCC(=O)OC)n12,-4.7,-8.4,-6.7
COc1ccc(C(=O)N2CCC(NC(=O)c3nccnc3NC(=O)C(C)C)CC2)cc1,-8.0,-6.2,.
CS(=O)(=O)N1CCC(Nc2cnn(Cc3ccccc3)c(=O)c2Cl)CC1,-8.4,.,-1.5
COc1ccccc1C(=O)N(Cc1cccc(OS(=O)(=O)c2ccc(F)cc2)c1)C(C)C,-2.3,-5.4,9.8
Cn1cnc(C(=O)N2CCCCCCNC(=O)[C@@H]3CCCC[C@@H]32)c1,-2.6,-3.1,.
CN(Cc1ccc(Cl)c(Cl)c1)C(=O)c1cc2c(cn1)CN(CCC(=O)OC(C)(C)C)C2,-6.9,.,24.6
Cc1ccc2oc(C(=O)NCCc3nc4ccccc4[nH]3)c(C)c2c1,-8.1,.,-0.7
CCCCCCc1ccc(C(=O)Nc2ccc(C3SCC(=O)N3c3cccc(F)c3C)cc2)cc1 (stereo not drawn),-3.5,-3.7,3.7
O=C(Cn1nc2c(c1NC(=O)c1ccccc1F)CSC2)NCCc1ccccc1,-0.7,0.9,-2.3
CCOc1ccc(NC(=O)N2CCc3cc(OC)c(OC)cc3C2CNC(=O)COC)cc1 (stereo not drawn),-2.1,-4.5,14.3
COc1ccc2[nH]c(=O)c(CN(C)Cc3ncc[nH]3)cc2c1,-1.9,.,7.5
Cc1c(C(=O)N2CCCCC2)c(C2CC2)nn1-c1ccc(Cl)c(Cl)c1,-5.1,-10.2,.
CCSc1ccc(NC(=O)c2cnc(-c3ccccc3)nc2)cn1,-3.6,.,0.8
Cc1cc(C)c(NC(=O)CNC(=O)c2c(C)nn(C)c2C)c(C)c1,-12.5,-8.7,8.9
O=S(=O)(c1ccc2cccc3c2c1CC3)N1CCOCC1,-1.5,.,10.1
Cc1ccc(-n2nc(C)c(C(=O)NC3CCC(O)CC3)n2)c(C)c1 (stereo not drawn),-9.0,-7.9,9.0
Cc1nc(C(C)n2ccnc2-c2cnc[nH]2)cs1 (stereo not drawn),-9.2,-11.9,-1.3
COC(=O)N1CCCN(Cn2nc(C)c(Br)c2C)CC1,-9.7,.,5.8
O=C1NC(=S)N/C1=C/c1cccc2ccccc12,0.0,4.4,4.0
CN1C[C@H](NC(=O)c2cccc(-c3nc4ccccc4[nH]3)c2)C[C@H]1CO,0.0,.,4.1
CCOC(=O)C1(CC2CC2)CCN(C(=O)c2cc(C(F)(F)F)ccc2Cl)CC1,-7.5,-14.9,5.9
CCC(C)(C)NC(=O)CN1C(=O)NC(C)(c2ccccc2)C1=O (stereo not drawn),-13.6,.,1.5
CC1=C[C@@H](CNCCc2c[nH]c3ccccc23)[C@H](C(C)C)C[C@H]1Cc1nnc(-c2cncn2C)o1,-5.6,-6.9,-9.4
Cc1cc(C)n(-c2cccc(-c3ccccc3OC(C)C(N)=O)c2)n1 (stereo not drawn),-1.1,.,-2.8
Cc1cc(=O)[nH]c(NN=Cc2ccc3sc(C)nc3c2)n1,-4.8,.,-1.2
CCN(CC)C(=O)Cn1c([N+](=O)[O-])cnc1C,9.5,.,3.2
Cn1c(=O)[nH]c(=O)c2c1nc1n2CCN1c1ccccc1O,-7.2,.,2.1
C=C(C)CN1CCN(C(=O)CN2C(=O)c3ccccc3C2=O)CC1,5.5,2.5,-10.1
Cc1nc2sc3c(c2c(=O)[nH]1)CCCC3,-5.9,.,-0.2
Cc1noc(-c2cccc(F)c2)c1C(=O)NCCc1ccc(F)cc1,-10.7,-5.8,4.4
Cc1ccc(OCC2CN(C(=O)c3cc(C)ccc3Cl)CCO2)cc1 (stereo not drawn),-3.6,-4.6,2.2
CCOc1ccc2cc(-c3nnc(Nc4ccc(C)cc4)s3)c(=O)oc2c1,5.0,-0.7,2.4
CC(=O)N1C=Cc2ccccc2C1CC(=O)NC1CCOc2ccccc21 (stereo not drawn),-8.1,-7.4,-4.5
CCCCN(CC(=O)NCC(=O)Nc1ccc(C)cc1)C(=O)c1ccc(Cl)c([N+](=O)[O-])c1,-1.1,-2.9,.
CC(C)Oc1cccc(-c2cccc(N3CCNCC3)n2)c1,-3.3,-14.1,7.7
O=C(Nc1ccc(N2CCCC2)c(C(=O)NCc2ccccc2)c1)c1ccccc1Br,-1.9,-0.7,-3.5
NC(=O)c1ccn(-c2cccc(Br)c2)n1,-7.5,.,10.2
CSc1ccc(CNc2nn[nH]n2)cc1,-6.2,.,17.5
CCOC(=O)CCC(=O)NCc1ccc2c(c1)cc(C)n2C,-8.0,-7.1,0.7
COc1ccc(S(=O)(=O)NCc2ccco2)cc1C(C)(C)C,1.0,-0.7,-0.9
CC(=NNC(=O)C1CC1)c1ccc(Cl)s1,-3.0,-1.3,3.9
COc1ccc(C(=O)C2CCN(C(=O)Nc3ccccc3F)CC2)cc1,-5.6,-7.8,0.2
COc1cc(CNC(=O)Nc2c(C)nn(C(C)C)c2C)cc(OC)c1O,-6.3,.,7.3
O=C(NCc1cnn2cccnc12)c1cc(COc2c(F)cccc2F)on1,-2.3,.,0.1
CCOC(=O)C1CCN(CC(=O)N2N=C(c3ccc(OC)cc3OC)CC2c2ccccc2C)CC1 (stereo not drawn),-5.7,-5.7,-1.1

Quoted from above (five entries):
Compound,hcGAS inh,mcGAS lum,NPYLR7 ag
CC(=NNC(=O)C1CC1)c1ccc(Cl)s1,-3.0,-1.3,3.9
COc1ccc(C(=O)C2CCN(C(=O)Nc3ccccc3F)CC2)cc1,-5.6,-7.8,0.2
COc1cc(CNC(=O)Nc2c(C)nn(C(C)C)c2C)cc(OC)c1O,-6.3,.,7.3
O=C(NCc1cnn2cccnc12)c1cc(COc2c(F)cccc2F)on1,-2.3,.,0.1
CCOC(=O)C1CCN(CC(=O)N2N=C(c3ccc(OC)cc3OC)CC2c2ccccc2C)CC1 (stereo not drawn),-5.7,-5.7,-1.1

Continuation:
Compound,hcGAS inh,mcGAS lum,NPYLR7 ag
CN(C)S(=O)(=O)c1ccc2c(c1)C(=O)C(=O)N2,0.6,-4.5,4.4
Cc1cc(-n2ncc3ccccc32)cnc1N,-4.8,-11.3,8.4
COC(=O)c1cc2ccccc2cc1NC(=O)C1CCC(=O)N1 (stereo not drawn),0.1,.,0.9
CCN(CC)C(=O)C1CCCN(Cc2nc(-c3cccs3)no2)C1 (stereo not drawn),-5.4,.,17.0
NS(=O)(=O)c1cccc2c1CCCN2,-9.7,.,5.0
O=C(C1CC2(CCNCC2)CN1)N1CCC2(C=Cc3ccccc32)CC1 (stereo not drawn),-3.1,.,20.0
C=c1ccccc1=c1[nH]/c(=C\c2cc(OC)c(OC)c(OC)c2)c(=O)o1,-1.9,-3.4,5.6
Cc1ccc(-n2c(SCCCC#N)nc3ccccc3c2=O)cc1,1.4,.,-6.0
COc1ccc(CCN(C)S(=O)(=O)c2ccc(OC)c(N3CCN(C(=O)c4ccc(F)cc4C(F)(F)F)CC3)c2)cc1OC,2.0,-4.7,10.8
CC(C)c1ccc(NC(=O)c2cn(C)c3c(=O)n(Cc4ccccc4)c(=O)[nH]c23)cc1,-2.8,.,5.2
CCCCN(C)c1c(C)nc2ccc(C(=O)NCc3cccs3)cn12,-7.6,-0.7,-7.2
CCCn1nc(C)c(CNC(=O)c2sc(CC)nc2C)c1C,-7.5,-17.9,23.1
CC(C)c1nc(Cn2ccnc2C(C)Cc2ccc3c(c2)OCO3)no1 (stereo not drawn),-3.9,.,2.5
NC(=O)c1nccnc1C(=O)N1CC2(CCCC2)c2ccccc21,-6.8,.,4.8
CC=CCn1c(SCCCCCCCC)nc2c1c(=O)[nH]c(=O)n2C,-6.8,-7.8,0.2
O=c1c2ccccc2c(-c2cccs2)nn1CC1(O)CCCCC1,3.7,.,-27.7
O=C(CNCCO)N1N=C(c2cccs2)CC1c1cccs1 (stereo not drawn),-5.8,-4.1,6.8
CC(C)CCC(=O)NCC(=O)Nc1cc(C(C)C)[nH]n1,11.8,11.5,-4.4
CCC(=O)Nc1nc(-c2ccc(SC)cc2)cs1,-4.8,.,1.9
O=C(Cn1c(CO)cnc1SCC(=O)N1CCc2ccccc21)NC1CCCC1,-5.2,.,6.4
O=c1[nH]c(CSc2nnnn2C2CC2)nc2scc(-c3ccco3)c12,-5.0,.,2.6
NC1(CNC(=O)c2ccc(C(F)(F)F)o2)CCCCCC1,-7.2,.,3.8
Cc1ccccc1CO[C@]1(C(=O)NCC(C)C)CC(OCc2c(F)cccc2F)[C@@H]2OC(C)(C)O[C@@H]2C1 (stereo partly drawn),-2.5,-3.9,3.6
COCCNC(=O)c1sc(=O)n(Cc2ccc(SC)cc2)c1C,-0.9,.,5.8
O=C(NCCC(F)(F)F)C1=CN2CCN(Cc3ccccc3)C(=O)N=C2O1,-7.6,.,-0.9
COC(=O)CCc1ccc(C)c(N)c1,-0.2,.,-14.6
Cn1ccnc1C(NC(=O)c1cc(F)cc(F)c1)c1ccccc1F (stereo not drawn),-0.6,-7.3,0.1
Cn1ccc(C2CCCCN2C(=O)CN2CCC(C(N)=O)CC2)n1 (stereo not drawn),-0.2,-0.3,.
CNC(=O)C(C1CCCC1)N1CCN(C(=O)c2ccc(Cl)cc2Cl)CC1 (stereo not drawn),1.7,-1.6,-3.6
O=C(c1ccc[n+]([O-])c1)N1CCc2c([nH]c3ccccc23)C1C1CCCCC1 (stereo not drawn),0.6&-12.6,-12.1,2.4&13.6
